hcDAF-12 act: H. contortus DAF-12 activation, primary screen. activation, % at 6.8 µM. AID 652067. actives 1.4% (n = 370,000). HEK293 hcDAF-12 lit1-tk-luc reporter, luminescence; 0% DMSO, 100% Δ7-dafachronic acid;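 active = activation above the mean of all tested compounds plus 3 SD, cut at about 5.5% in these data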;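 note: 100% = response to 3 µM Δ7-dafachronic acid high control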
hgDAF12 agonist: activates the H. glycines DAF-12 receptor ligand-binding domain; actives 1.8% (n = 370,000); activation, % at 6.8 µM; HEK293 GAL4-hgDAF12 UAS-luciferase reporter, agonist luminescence; normalized to butyrate control;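 active = activation above a cutoff set at the mean of all screened compounds plus 3 SD, cut at about 10% in these data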;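 note: 0% = DMSO wells and 100% = sodium butyrate wells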
PG9 binder: binds the HIV-1 gp120 antibody PG9. TR-FRET gp120-PG9 antibody binding. inhibition, % at 6.7 µM. actives 0.43% (n = 360,000). AID 624416; in the data active = inhibition above about 8.5%
Rev-erbA mod: modulates human Rev-erb alpha binding to DNA. P20393. Rev-erbα–FITC-DNA binding, fluorescence polarization, 90 min. activity, % at 10 µM. actives 0.79% (n = 370,000);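 active = activity above about 14%, limit read from the data; passing the limit was not always enough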;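 note: 0% = DMSO wells with 35 nM protein and 100% = DMSO wells with 750 nM protein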
DAX1 inh-1: inhibits human nuclear receptor DAX1; actives 0.99% (n = 340,000); AID 504766; P51843; inhibition, % at 6.75 µM; HEK293 Gal4-DAX1 luciferase reporter, luminescence;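 active = inhibition above the mean over all tested compounds plus 3 SD, cut at about 4.2% in these data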;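 note: 0% = DAX1-transfected cells with DMSO and 100% = empty-vector control cells with DMSO; inhibition shows as a rise in luminescence from relieved DAX1 repression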
FXN GAA850 act: frataxin GAA850 promoter activation; AID 540364; HEK293 lucGAA850 FXN promoter luciferase reporter, 24 h; percent of 10 µM SAHA response; actives 0.56% (n = 360,000); activation, % at 6 µM;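 active = activation above the average of all compounds screened plus 3 SD, cutoff fixed separately per campaign, cut at about 7.5% in these data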;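 note: 0% = DMSO wells and 100% = 10 µM SAHA wells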
PLCb3 inh: inhibitors of human phospholipase C beta3; actives 0.18% (n = 370,000); inhibition, % at 12.2 µM; Q01970; Purified PLC-beta3, fluorogenic substrate, fluorescence; AID 720704; in the data active = inhibition above about 11%;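 note: 0% = median of compound wells on plate and 100% = full blocker control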
Target sequence (Q01970 whole entry, looked up): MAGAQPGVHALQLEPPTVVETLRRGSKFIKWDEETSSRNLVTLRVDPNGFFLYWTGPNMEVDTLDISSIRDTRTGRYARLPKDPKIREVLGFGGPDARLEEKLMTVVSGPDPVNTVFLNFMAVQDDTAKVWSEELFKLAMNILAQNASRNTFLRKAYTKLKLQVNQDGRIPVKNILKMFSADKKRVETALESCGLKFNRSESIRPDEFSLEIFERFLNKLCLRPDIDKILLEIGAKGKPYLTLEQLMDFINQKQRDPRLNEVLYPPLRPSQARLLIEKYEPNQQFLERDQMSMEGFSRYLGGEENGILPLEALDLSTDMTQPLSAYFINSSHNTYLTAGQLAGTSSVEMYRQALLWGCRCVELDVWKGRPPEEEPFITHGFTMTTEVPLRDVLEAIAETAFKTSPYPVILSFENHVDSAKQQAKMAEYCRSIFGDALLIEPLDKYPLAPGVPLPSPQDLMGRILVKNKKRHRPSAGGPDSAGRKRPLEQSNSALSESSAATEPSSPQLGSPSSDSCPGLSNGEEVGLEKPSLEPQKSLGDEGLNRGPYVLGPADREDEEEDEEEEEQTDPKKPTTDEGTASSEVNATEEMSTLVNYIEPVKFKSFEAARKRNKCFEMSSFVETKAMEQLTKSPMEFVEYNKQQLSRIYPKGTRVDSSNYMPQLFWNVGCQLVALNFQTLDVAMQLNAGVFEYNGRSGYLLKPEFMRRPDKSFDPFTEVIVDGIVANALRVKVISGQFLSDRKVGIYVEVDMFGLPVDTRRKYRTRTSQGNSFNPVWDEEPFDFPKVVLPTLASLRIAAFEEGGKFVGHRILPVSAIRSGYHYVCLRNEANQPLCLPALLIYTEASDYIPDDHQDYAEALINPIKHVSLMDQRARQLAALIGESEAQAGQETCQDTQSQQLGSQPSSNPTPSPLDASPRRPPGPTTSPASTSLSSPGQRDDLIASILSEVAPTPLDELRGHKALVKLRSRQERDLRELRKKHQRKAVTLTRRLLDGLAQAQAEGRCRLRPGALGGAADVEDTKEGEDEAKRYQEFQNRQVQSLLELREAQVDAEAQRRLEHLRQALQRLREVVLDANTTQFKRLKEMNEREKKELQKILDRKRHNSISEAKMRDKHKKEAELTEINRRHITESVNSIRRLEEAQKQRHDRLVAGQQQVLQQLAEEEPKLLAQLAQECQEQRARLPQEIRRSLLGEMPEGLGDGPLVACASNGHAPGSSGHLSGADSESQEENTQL
sPLA2-III inh: Blocks human group III sPLA2 activity | inhibition, % at 12.2 µM | actives 0.56% (n = 370,000) | QFRET BODIPY PC-A2 liposome hydrolysis, fluorescence | AID 743126 | Q9NZ20;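 active = inhibition above mean plus 3 SD of compounds lying within the high and low control bounds, cut at about 19% in these data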;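 note: 0% = median of test compound wells and 100% = no enzyme DMSO wells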
DAX1 inh-2: blocks DAX1 repression of SF-1 activated StAR promoter. HEK293T StAR-luciferase reporter, SF-1/DAX-1 repression relief. inhibition, % at 6.8 µM. actives 1.1% (n = 370,000). AID 652010;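 active = inhibition above the mean over all tested compounds plus 3 SD, cut at about 3.6% in these data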;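 note: 0% = DAX-1 cells with DMSO and 100% = cells lacking DAX-1 with DMSO; higher inhibition means more luminescence from relief of DAX-1 repression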
ssDAF-12 act: activators of S. stercoralis DAF-12 nuclear receptor; HEK293 ssDAF-12/GRIP1 lit1-tk-luc reporter, luminescence; % of 3 µM dafachronic acid response; activation, % at 6.8 µM; actives 1% (n = 370,000); AID 652126;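 active = activation above the mean over all tested compounds plus 3 SD, cut at about 0.9% in these data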;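 note: 0% = DMSO-only wells and 100% = 3 µM delta7-dafachronic acid wells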
SMARCA2 act: activators of SMARCA2 function; MG213 cells, MMTV-luciferase reporter, dexamethasone, overnight; activation, % at 9.1 µM; actives 1% (n = 370,000); in the data active = activation above about 7.8%;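 note: 0% = vehicle wells and 100% = reference activator wells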
Numbers without * were called inactive; i = inactive; . = not tested or not shown.

SMILES | hcDAF-12 act | hgDAF12 agonist | PG9 binder | Rev-erbA mod | DAX1 inh-1 | FXN GAA850 act | PLCb3 inh | sPLA2-III inh | DAX1 inh-2 | ssDAF-12 act | SMARCA2 act
CC(C)[C@H](NC(N)=O)C(=O)NCCc1ccc(Cl)cc1 | 2.4 | -4.3 | -0.9 | -1 | 0.9 | 2.4 | -2 | 0 | 0.8 | -1.5 | 2
CCCCn1c(N)c(N(CC(C)C)C(=O)c2cccc(S(=O)(=O)N3CCN(C(C)=O)CC3)c2)c(=O)[nH]c1=O | -1.1 | 0.0 | -2.1 | 0 | 0.3 | 2.7 | -3 | 3 | -0.3 | -1.1 | 0
O=C(NNC(=S)Nc1ccccc1)c1ccco1 | 0.2 | 0.9 | 0.7 | -2 | 1.7 | 2.7 | -1 | 16 | 1.2 | -1.1 | -2
O=C(Nc1ccc2c(c1)OCCO2)C1CCC1 | 0.2 | 2.6 | 2.0 | -4 | 0.9 | 1.1 | 3 | 1 | -0.3 | -1.5 | -1
COc1ccccc1CNC(=O)C(=O)Nc1nccs1 | 0.9 | 3.7 | -2.2 | -2 | -0.1 | 1.8 | 0 | 10 | 0.5 | -0.8 | -2
Cc1cn([C@H]2C[C@H](O)[C@@H](CNS(=O)(=O)c3ccc(NS(=O)(=O)N(C)C)cc3)O2)c(=O)[nH]c1=O | 0.6 | 2.1 | 0.6 | 6 | 0.2 | -0.3 | 0 | 4 | 0.5 | -1.5 | 0
COc1ccc(CCN(C)C(=O)c2cc(-c3ccccc3)nc3ccc(C)cc23)cc1OC | -0.8 | -0.6 | -2.5 | 2 | -0.6 | 1.6 | -4 | 1 | -0.6 | -1.0 | 0
Cc1ccccc1OCC(=O)N/N=C1\SCC(=O)N1Cc1ccccc1 | -0.8 | -1.8 | 0.7 | -4 | 0.1 | -0.6 | -3 | 6 | -0.5 | -2.0 | -3
O=C(COC(=O)c1c(Cl)ccc(Cl)c1Cl)NCC1CCCO1 (configuration not stated) | -0.4 | 0.3 | 2.0 | -5 | -0.3 | 0.8 | -3 | 7 | 0.8 | -1.6 | -2
COc1ccc(OC)c2[nH]c(=O)c(CCNC(=O)C(=O)c3c(C)[nH]c4ccccc34)cc12 | -1.9 | -3.6 | -1.0 | -4 | -1.2 | 0.7 | -14 | -3 | -1.0 | -1.0 | -1
CCc1ccccc1OCC(=O)Nc1cc(S(=O)(=O)N2CCOCC2)ccc1N1CCCCC1 | -0.9 | -2.5 | 2.4 | 9 | -1.3 | 2.1 | 4 | 13 | -2.1 | -1.1 | -3
CCN1CCN(c2cc(-c3ccccc3)nc3cc(-c4cccc(F)c4)nn23)CC1 | -1.8 | -3.2 | 0.0 | -5 | -1.2 | -1.8 | i | -12 | -1.9 | -1.2 | -3
CC(C)COC(=O)OCN1C(=O)CN(CCN2CC(=O)N(COC(=O)OCC(C)C)C(=O)C2)CC1=O | -1.2 | 1.5 | -0.7 | 6 | 3.3 | 0.4 | 1 | 2 | -0.1 | -1.1 | 0
CCc1cccc2c(C#N)cn(CCOc3ccccc3OC)c12 | -2.0 | 0.8 | -1.6 | 3 | -0.5 | 2.6 | -2 | -3 | 1.1 | -1.2 | -2
CCN(CC)CC(=O)Nc1nc(-c2ccc(Cl)cc2)cs1 | -0.7 | -0.7 | 1.1 | 3 | 0.0 | 1.2 | 0 | -2 | -0.2 | -0.9 | 1
COc1ccc(-c2nc3c(c(=O)[nH]c(=O)n3Cc3ccccc3)n2Cc2ccccc2)cc1 | -0.3 | 1.1 | -2.8 | 9 | -0.5 | 2.6 | 1 | -8 | -0.5 | -1.5 | -2
CCC(C)NC(=S)N1CCN(Cc2ccc3c(c2)OCO3)CC1 (configuration not stated) | -0.1 | -0.6 | -0.9 | 0 | 1.7 | 0.6 | 0 | 6 | 0.3 | -0.4 | -1
CC(Sc1ccccc1)C(=O)Nc1ccccc1C(=O)N1CCOCC1 (configuration not stated) | -1.2 | 1.1 | -0.6 | -2 | 0.4 | -0.4 | 1 | 0 | -0.1 | -1.4 | 1
COc1ccc(S(=O)(=O)N2CCCCCC2)cc1C(=O)N(C)CC(=O)Nc1ccccc1Cl | -1.4 | -2.2 | -3.3 | 2 | 1.5 | 1.1 | -1 | -10 | -1.2 | -1.3 | 0
CCOC(=O)N1CCC(NC(=O)C(NS(=O)(=O)c2ccc3c(c2)CCN3C(=O)CC)C(C)C)CC1 (configuration not stated) | -1.8 | -2.1 | 0.7 | 3 | -1.0 | -1.5 | 1 | 1 | -0.4 | -0.5 | -4
O=C(O)CC1S/C(=N/N=C/C2CC=CCC2)NC1=O (configuration not stated) | 0.6 | -4.2 | -1.7 | -1 | 0.0 | 0.2 | 0 | 1 | 0.1 | -0.9 | -1
COCCCN1C(=O)C(CC(=O)NC2CCCCC2)CC(C(=O)N2CCOCC2)=C1C (configuration not stated) | 2.1 | -0.3 | 0.2 | -1 | 0.0 | 1.1 | 3 | 4 | -0.5 | -1.1 | -3
CC/C(=C\C(=O)c1cccnc1)Nc1ccc(C)c(C)c1 | -0.1 | 0.0 | -0.2 | -8 | -0.2 | 2.5 | -2 | -4 | 0.5 | 0.2 | 2
CC(C)(C)C1=Nn2c(nnc2-c2ccco2)SC1 | -1.6 | -1.6 | 2.0 | -2 | -0.7 | 1.8 | 2 | 4 | 0.1 | -0.6 | 5
O=C1NC(=O)c2cc(NC(=O)C3COc4ccccc4O3)ccc21 (configuration not stated) | -2.0 | -0.8 | 0.8 | -5 | -1.3 | -1.8 | -4 | -8 | -1.5 | -1.3 | -3
C=CCSc1nnc(NC(=O)COc2ccc3ccccc3c2)s1 | -1.5 | 0.1 | 2.6 | 7 | -1.4 | 0.8 | -1 | -8 | 0.0 | -1.1 | 2
COc1ccc(NC(=O)/C(C#N)=C/C=C/c2ccco2)cc1 | -1.8 | 0.3 | -4.7 | -3 | -1.3 | -3.3 | -11 | 12 | -0.8 | -1.7 | -5
O=C(O)c1ccc(CNCc2cc(Cl)ccc2O)cc1 | -0.3 | 0.1 | -1.9 | 0 | 0.7 | 0.4 | 0 | 6 | 0.5 | -0.9 | 2
Cc1ccccc1CN1C(=O)[C@H]2Cc3c([nH]c4ccccc34)C(C)(C)N2C1=O | -3.3 | -1.7 | 1.4 | -3 | -1.9 | -3.9 | -5 | -5 | -1.0 | -1.6 | -1
COc1ccc(N=Nc2[nH]c3ccc(C)cc3c2O)cc1 | 4.4 | 1.8 | -1.1 | -1 | 0.4 | 3.4 | -6 | 14 | 0.4 | 0.0 | 0
Cc1ccccc1NC(=S)/C(=C(\[O-])c1ccc(C)c([N+](=O)[O-])c1)[n+]1ccccc1 | 3.0 | 0.9 | 0.7 | -2 | -1.0 | -1.8 | -3 | -4 | 0.1 | 0.5 | -2
Clc1ccc(N2CCN(c3ncnc4c3oc3ccccc34)CC2)cc1 | -1.6 | -0.7 | 0.2 | 37* | 0.6 | 2.1 | 0 | -2 | 0.0 | -1.0 | -1
N#Cc1nc(-c2ccco2)oc1N1CCN(c2cccc(Cl)c2)CC1 | -3.4 | -1.5 | 0.4 | 1 | -0.9 | 1.2 | -13 | 2 | 0.1 | -1.3 | 0
COc1ccccc1NC1=NC2(CCCC2)N=C(N)N1 | -0.9 | -2.1 | -0.4 | 3 | 1.5 | -0.8 | 3 | 7 | 0.4 | -1.1 | 0
CC(C(=O)OCC(=O)c1ccc(Br)cc1)N1C(=O)C2C3CCC(C3)C2C1=O (configuration not stated) | -0.7 | -0.1 | -2.5 | -2 | -2.2 | 2.8 | -1 | -17 | -0.1 | -0.5 | 5
CCOC(=O)CCCCCC(=O)Nc1ccc2c(c1)C(=O)N([C@@H](C)CO)C[C@H](C)[C@H](CN(C)C(=O)Nc1ccc(F)cc1)OCCCC[C@H](C)O2 | -1.7 | 0.2 | 1.5 | -3 | 1.1 | 0.5 | 1 | -24 | 0.2 | -1.4 | 0
CCCCn1c(N)c(N(CC(C)C)C(=O)c2cc(-c3ccc(OC)c(OC)c3)nc3ccccc23)c(=O)[nH]c1=O | -1.2 | -0.2 | 0.2 | 9 | -0.6 | -3.9 | -21 | -3 | 1.2 | -1.1 | -4
CCC(C(=O)NC1CCCC1)n1c(C2CC2)nc2ccccc21 (configuration not stated) | -0.7 | -1.0 | 0.9 | -4 | . | . | 0 | 7 | 0.1 | -0.1 | -4
Cn1c(SCC(=O)N2CCOCC2)nnc1-c1cccc(NC(=O)c2ccccc2F)c1 | -1.4 | 0.0 | 0.6 | 0 | -0.7 | 0.8 | 6 | 6 | 0.0 | -0.3 | 2
CCCc1cc(C(=O)NCc2cccs2)no1 | 4.2 | 8.0 | 0.3 | 1 | 1.3 | 1.4 | 2 | 10 | 2.2 | 2.0* | 2

Quoted from the entries so far for reference:
SMILES | hcDAF-12 act | hgDAF12 agonist | PG9 binder | Rev-erbA mod | DAX1 inh-1 | FXN GAA850 act | PLCb3 inh | sPLA2-III inh | DAX1 inh-2 | ssDAF-12 act | SMARCA2 act
CC(C)[C@H](NC(N)=O)C(=O)NCCc1ccc(Cl)cc1 | 2.4 | -4.3 | -0.9 | -1 | 0.9 | 2.4 | -2 | 0 | 0.8 | -1.5 | 2
CCCCn1c(N)c(N(CC(C)C)C(=O)c2cccc(S(=O)(=O)N3CCN(C(C)=O)CC3)c2)c(=O)[nH]c1=O | -1.1 | 0.0 | -2.1 | 0 | 0.3 | 2.7 | -3 | 3 | -0.3 | -1.1 | 0

(cont.)
SMILES | hcDAF-12 act | hgDAF12 agonist | PG9 binder | Rev-erbA mod | DAX1 inh-1 | FXN GAA850 act | PLCb3 inh | sPLA2-III inh | DAX1 inh-2 | ssDAF-12 act | SMARCA2 act
CCOC(=O)/C(C#N)=C/c1cc(C)n(-c2ccc(Br)cc2)c1C | -1.9 | -0.6 | 1.2 | -1 | . | . | -1 | 0 | 0.0 | -0.8 | 1
CC(=O)NS(=O)(=O)c1ccc(NC(=S)NC(=O)c2ccco2)cc1 | 0.4 | 0.9 | -1.0 | 4 | 0.4 | -0.7 | 1 | 6 | 0.6 | -0.8 | 3
Cc1ccc(/C=N/n2c(COc3ccccc3)n[nH]c2=S)cc1 | -2.0 | 1.3 | -2.0 | -8 | -1.2 | -0.5 | -5 | -3 | 0.0 | -1.1 | 1
CCOc1ccc(NS(=O)(=O)c2cc(C(=O)N(CC)CC(=O)NCc3cccs3)ccc2C)cc1 | -0.1 | 0.1 | -2.9 | 4 | -0.6 | 0.7 | -2 | -8 | -1.5 | -1.1 | -1
Cc1cnc(C(=O)Nc2ccccc2-c2ccc(C)o2)cn1 | 1.9 | 0.8 | -0.8 | 1 | 2.3 | -0.1 | -13 | -1 | -0.7 | -0.2 | -2
CC(=O)Oc1ccc(C(=O)Nc2ccc(S(=O)(=O)N3CCOCC3)cc2)cc1 | -0.7 | 0.7 | -1.0 | -5 | -0.9 | -0.6 | -6 | -10 | -0.1 | -0.7 | -2
C#CCOCCOCCOCCNc1nc(N2CCN(C(=O)[C@H]([C@@H](C)O)n3cc(CCCCN)nn3)CC2)nc(N2CCN(C(=O)[C@H](CCCCN)n3cc(CC(C)O)nn3)CC2)n1 (some centres not stated) | -1.3 | 1.6 | -2.8 | -5 | -0.2 | 2.7 | 4 | -4 | 0.1 | -0.6 | 0
COc1cccc(-c2cccc(NC(=O)C3CCN(Cc4ccon4)CC3)c2)c1 | 0.2 | 1.2 | -0.8 | -1 | 0.4 | 1.3 | 6 | -1 | 1.4 | -0.8 | -2
